Source: PubChem
SENP1 FRET inh – human SENP1 catalytic domain inhibitors, primary screen, biochemical, FRET, uHTS. hit rate 0.21% among 360,000. recombinant SENP1 catalytic domain, CyPet-SUMO1-YPet FRET cleavage. Sentrin-specific protease 1 (Homo sapiens), Q9P0U3. inhibition, % at 10 µM. AID 624204, 2012;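 active = inhibition at least 30% at 10 µM, raw YFP signal under a set limit, fluorescence ratio 0.5 to 1.5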;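 also: 0% = enzyme with DMSO and 100% = no enzyme wells; some results filed as inactive read as strong as hits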
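Assay system: hSENP1 catalytic domain, recombinant. Amount: SENP1 enzyme, 20 pM final. Schedule: 50 min reaction, RT, dark. Technique: FRET, CFP and YFP emission. Control set: no-enzyme wells low, DMSO-plus-enzyme wells high control.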
PfG6PD inh – PfG6PD enzyme inhibitors, primary screen, biochemical, fluorescence intensity, uHTS; inhibition, % at 20 µM; PfGluPho enzyme, NADPH resazurin-diaphorase fluorescence; hit rate 0.78% among 350,000;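 active = inhibition reaching at least a set limit at 20 µM in the primary screen, cut at about 59% in these data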;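 also: 0% = DMSO wells with substrate and 100% = DMSO wells lacking glucose-6-phosphate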
NALP3 yeast inh – NALP3 inflammasome inhibitors in reconstituted yeast, primary screen, luminescence, uHTS. Yeast reconstituted NLRP3/ASC/caspase-1, beta-gal luminescence, 24 h. inhibition, % at 10 µM. hit rate 0.39% among 330,000. AID 2825, 2010;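 active = inhibition of 50% or more; inactive = inhibition below 50%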;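 also: plate controls were induced DMSO wells for no effect and uninduced yeast grown without galactose for full effect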
SENP8 block-1 – human SENP8 protease inhibitors, primary screen, biochemical, fluorescence, Nedd8 protein substrate, uHTS | Sentrin-specific protease 8 (Homo sapiens), Q96LD8 | recombinant SENP8 | inhibition, % at 20 µM | hit rate 0.64% among 360,000 | AID 602440, 2012; in the data active = inhibition mostly above about 40%, no sharp cut-off; inactive = mostly below about 27%
Target sequence (Q96LD8 whole entry, looked up): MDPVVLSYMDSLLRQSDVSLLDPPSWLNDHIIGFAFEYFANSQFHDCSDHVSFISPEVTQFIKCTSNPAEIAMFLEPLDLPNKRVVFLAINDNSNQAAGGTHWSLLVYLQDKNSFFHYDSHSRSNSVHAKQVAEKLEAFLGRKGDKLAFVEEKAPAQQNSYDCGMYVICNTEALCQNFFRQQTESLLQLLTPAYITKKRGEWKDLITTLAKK
HKDC1 inhibitor – HKDC1 hexokinase inhibitors, primary screen, biochemical, fluorescence, uHTS; Q2TB90; recombinant HKDC1, G6PDH/diaphorase resazurin coupled fluorescence; inhibition, % at 20 µM; hit rate 0.16% among 340,000; AID 493160, 2011;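 active = inhibition above about 35% when tested at 20 µM, limit read from the data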;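 also: plate controls were DMSO wells with enzyme for no effect and DMSO wells lacking enzyme for full effect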
Target sequence (Q2TB90 whole entry, looked up): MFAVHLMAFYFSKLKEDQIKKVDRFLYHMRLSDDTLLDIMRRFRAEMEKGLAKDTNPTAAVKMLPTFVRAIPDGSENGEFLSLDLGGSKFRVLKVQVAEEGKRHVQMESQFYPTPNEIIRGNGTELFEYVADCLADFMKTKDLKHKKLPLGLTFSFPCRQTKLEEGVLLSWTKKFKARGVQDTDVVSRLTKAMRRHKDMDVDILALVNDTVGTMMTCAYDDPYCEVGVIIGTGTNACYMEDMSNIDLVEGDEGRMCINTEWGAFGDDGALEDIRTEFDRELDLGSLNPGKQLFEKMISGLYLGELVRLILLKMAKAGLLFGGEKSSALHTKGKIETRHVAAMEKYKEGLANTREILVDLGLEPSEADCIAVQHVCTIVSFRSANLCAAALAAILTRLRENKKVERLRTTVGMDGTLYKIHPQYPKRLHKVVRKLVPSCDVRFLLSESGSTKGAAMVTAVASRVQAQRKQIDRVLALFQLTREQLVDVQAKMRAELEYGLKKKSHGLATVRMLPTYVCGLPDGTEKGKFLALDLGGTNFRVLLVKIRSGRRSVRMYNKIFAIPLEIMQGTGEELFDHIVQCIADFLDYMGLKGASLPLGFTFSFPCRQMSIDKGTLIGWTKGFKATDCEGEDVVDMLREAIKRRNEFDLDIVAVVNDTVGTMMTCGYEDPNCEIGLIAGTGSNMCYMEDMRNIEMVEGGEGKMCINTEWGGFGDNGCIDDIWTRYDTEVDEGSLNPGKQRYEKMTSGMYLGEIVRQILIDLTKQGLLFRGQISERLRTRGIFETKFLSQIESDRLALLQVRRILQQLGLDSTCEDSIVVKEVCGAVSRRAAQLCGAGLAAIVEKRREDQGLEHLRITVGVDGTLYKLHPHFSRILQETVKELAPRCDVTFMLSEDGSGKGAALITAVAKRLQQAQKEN
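test system = in-house recombinant HK5 (HKDC1) enzyme | amount = HKDC1 at 5 µg/mL | control set = DMSO-enzyme wells negative, buffer-substituted wells positive | compound = one dose of 20 µM, 1% DMSO | schedule = reaction time 90 min, room temperature, protected from light | technique = resorufin fluorescence at 613 nm | reagent = glucose with 1 mM ATP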
SENP8 block-2 – SENP8 protease inhibitors, primary screen, biochemical, luminescence | hit rate 1.2% among 330,000 | Sentrin-specific protease 8 (Homo sapiens), Q96LD8 | AID 2540, 2010 | inhibition, % at 10 µM | purified SENP8, Z-RLRGG-aminoluciferin cleavage; in the data active = inhibition above about 50%
SENP7 block – SENP7 protease inhibitors, primary screen, biochemical, luminescence, uHTS; recombinant SENP7, Z-RLRGG-aminoluciferin luminescence, 40 min; inhibition, % at 5 µM; hit rate 1.5% among 330,000; Sentrin-specific protease 7 (Homo sapiens), Q9BQF6;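 active = inhibition above about 50% at the single test dose, limit read from the data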;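 also: plate controls were DMSO with enzyme for no effect and no enzyme buffer wells for full effect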
SENP6 block – SENP6 protease inhibitors, primary screen, biochemical, luminescence, uHTS; inhibition, % at 10 µM; Recombinant SENP6 catalytic domain, aminoluciferin luminescence; Sentrin-specific protease 6 (Homo sapiens), Q9GZR1; hit rate 1.8% among 330,000; AID 2599, 2010;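 active = inhibition above about 50% at the single tested dose, limit read from the data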;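 also: plate controls were DMSO wells with enzyme for no effect and DMSO wells lacking enzyme for full effect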
Apaf-1 inh – inhibitors of human Apaf-1 apoptosome, primary screen, biochemical, DEVD-Rh110 fluorescence, uHTS. reconstituted apoptosome caspase-3 activity. inhibition, % at 20 µM. hit rate 0.71% among 330,000. AID 489030, 2010; active = inhibition of at least 40% at 20 µM;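 also: plate controls were DMSO wells for no effect and DEVD-CHO caspase inhibitor wells for full effect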
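Material: biochemical Apaf-1 apoptosome reconstitution. Medium: Hepes buffer, pH 7.5. Also added: cytochrome c activation, bis-DEVD rhodamine 110 substrate. Timing: 30 min compound preincubation, 50 min activation, room temperature. Measured by: rhodamine 110 fluorescence at Ex 480/Em 540 nm.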
An asterisk follows results filed as active; x = not tested or not shown.

SMILES	SENP1 FRET inh	PfG6PD inh	NALP3 yeast inh	SENP8 block-1	HKDC1 inhibitor	SENP8 block-2	SENP7 block	SENP6 block	Apaf-1 inh
O=C(O)C1=C[C@H](c2ccc(Br)cc2)C[C@H](OCCCCO)O1	1	-10	16	2	-4	0	3	2	2
CN(C)Cc1nc2ccccc2c(=O)n1Cc1nc(C(C)(C)C)cs1	-1	7	20	17	-7	-1	2	-9	2
Cc1nn(CC(=O)N2CCc3ccccc3C2)c(C)c1Cl	2	-9	-3	3	3	5	-2	11	-4
O=C(NCc1ccncc1)c1ccc(Br)o1	-3	-10	0	-2	-6	-3	-2	-22	-21
COc1cc(OC)c(C(=O)OCC(=O)NCCc2ccccc2)cc1OC	2	-12	1	-12	-3	-5	4	8	3
O=C1OCc2ccc(NS(=O)(=O)c3ccc(C(F)(F)F)cc3)cc21	1	-17	7	14	3	2	-1	-18	-11
O=C(CSc1oc(-c2cccs2)nc1S(=O)(=O)c1ccccc1)NC1CCCCC1	-1	3	10	-38	-2	-9	-11	-13	21
COc1ccc(C(=O)Nc2cnn(Cc3ccc(Cl)cc3)c2)cc1OC	3	-5	-4	15	-5	-2	-7	-1	-3
CC(=O)c1c(C)[nH]c(C(=O)Nc2cccc(C(F)(F)F)c2)c1C	2	20	19	-16	-1	-11	-15	-20	14
COc1cccc2c1oc1c(SCc3nc4ccccc4[nH]3)nc(C)nc12	-11	1	6	-261	2	-1	4	0	23
CCOc1ccccc1C(=O)NCC(=O)NNC(=O)c1cccc(S(=O)(=O)Nc2ccc(OC)cc2)c1	1	-22	9	9	-7	-3	0	-1	2
CN1C(=O)C(C)(C)c2cc(S(=O)(=O)N3CCCC3C(=O)NCc3ccc(F)cc3)ccc21 (stereo not given)	-2	-1	3	4	-6	6	-5	3	0
Cc1[nH]c2ccccc2c1C(c1ccccn1)N1CCCC1 (stereo not given)	-2	-17	9	5	11	2	-4	-7	-19
CCCn1c(SCC(=O)Nc2ccc(Cl)cc2F)nc(O)cc1=O	-1	-5	1	1	1	4	-5	13	-3
Cc1ccc2cccc(Oc3ncnc4scc(-c5ccc(Cl)cc5)c34)c2n1	2	4	27	8	0	-14	-4	-1	5
CC(C)(C)c1ccc(-c2csc(NC(=O)CN3C(=O)NC4(CCCCC4)C3=O)n2)cc1	-4	-7	-4	-10	-4	0	-4	-10	10
COc1ccccc1NC(=O)Cn1c(=O)n(-c2ccccc2)c(=O)c2oc3ccccc3c21	-1	-12	8	2	-7	-2	2	-1	2
O=C(Cn1nnc(-c2ccc3c(c2)OCO3)n1)NCc1ccco1	-1	16	8	-1	-2	2	1	-15	-2
O=C(NCc1ccccc1)C(c1c(F)cccc1Cl)N(C(=O)c1csnn1)C1CC1 (stereo not given)	2	6	20	-4	-8	-8	1	-10	12
CC(=O)Nc1cccc(/C(C)=N/NC(=O)c2cc(-c3ccncc3)nc3ccccc23)c1	0	-16	11	20	-9	4	5	-8	-23
CCOc1ccc(NS(=O)(=O)c2ccc(C(=O)NCC(C)(C)N3CCOCC3)cc2)cc1	3	11	-3	3	-5	0	-3	-2	7
CCn1nnnc1SCC(=O)Nc1nc(-c2cccs2)cs1	7	25	3	-3	0	-13	0	-12	6
O=C(Cc1c(F)cccc1Cl)NCC(=O)OCc1ccccc1	2	1	1	20	1	2	-9	-5	6
C=CCN1C(=O)C2(NNc3ccccc3O2)c2ccccc21 (stereo not given)	81*	5	17	-121	0	-20	-5	-23	19
COc1ccc2nc(N3CCN(C(=O)c4ccc([N+](=O)[O-])o4)CC3)sc2c1	0	31	23	13	3	1	3	-1	4
CCN1CCN(C(=O)C2CCN(c3nnc(-n4c(C)ccc4C)s3)CC2)CC1	-3	5	7	4	-5	4	-3	-6	19
COc1ccc(NC(=O)N2CCCC2C(=O)NCc2ccccc2Cl)cc1 (stereo not given)	-2	5	-10	6	-8	-4	11	-18	-9
CCC(=O)Nc1ccc(C(=O)N/N=C/c2ccccc2[N+](=O)[O-])cc1	3	11	21	-4	-7	-2	3	-9	3
CCc1nnc(NC(=O)C2CCCN(S(=O)(=O)c3ccccc3)C2)s1 (stereo not given)	1	-8	0	10	-8	-2	-4	5	2
CC1(C)CC2CC(C)(CN2C(=S)NC(=O)c2ccccc2Cl)C1 (stereo not given)	0	7	50	10	-16	-4	3	14	-5
Cc1ccc(-n2ncc3c(N4CCCC(C)C4)ncnc32)c(C)c1 (stereo not given)	0	9	9	10	0	1	4	7	13
Cc1ccc(S(=O)(=O)N2CCN(c3ccnc4cc(Cl)ccc34)CC2)cc1C	4	24	0	-53	-8	-2	6	6	34
Cc1ccccc1C(=O)Nc1ccccn1	2	-6	3	30	-3	-4	-3	-2	1
Cc1cccc(NC(=O)C2CCN(S(=O)(=O)c3c(C)nn(C)c3C)CC2)n1	1	2	8	0	-3	3	5	-4	-7
CNC(=O)CN(c1ccc(OC)cc1)S(=O)(=O)c1ccc(F)cc1	2	-21	-2	24	-2	-2	-2	-10	-3
c1ccc(-c2nc(NCCCN3CCOCC3)c3ccccc3n2)cc1	2	10	20	-15	-2	-2	-8	-29	3
O=C(NCC1CCCO1)c1ccc(CS(=O)(=O)c2ccc(Br)cc2)o1 (stereo not given)	-4	2	-2	-1	1	-1	1	5	4
O=C(NCC1CCCO1)C(c1cccnc1)N(C(=O)Cc1cccs1)c1cccnc1 (stereo not given)	4	-19	11	10	7	-5	-6	1	-10
CCOC(=O)CCCCC(=O)c1[nH]c(=O)[nH]c1CSc1nc(-c2ccccc2)c(C#N)c(=O)[nH]1	7	-25	3	-9	4	1	-28	8	3
CS(=O)(=O)c1ccc(Cl)c(NC(=O)CCc2ccccc2)c1	-1	10	-4	7	-14	5	4	-5	-10
Cc1ccc(SCCN2C(=O)NC(C)(C)C2=O)cc1	0	-1	6	3	-1	-10	-8	-15	-4
O=C(c1cccc(S(=O)(=O)N2CCCC2)c1)N1CCCC(C(F)(F)F)C1 (stereo not given)	1	-7	9	3	-12	8	0	2	21
Nc1cc(=O)[nH]c(SCC(=O)N2CCN(S(=O)(=O)c3ccc4ccccc4c3)CC2)n1	-2	6	2	13	-5	-6	-1	1	5
COc1ccc(S(=O)(=O)/N=C2/C=CC(=O)C(C)=C2C)cc1	0	62*	-29	13	52*	-3	-3	-3	-7
Cc1nc(-c2ccccc2)nc2[nH]ccc(=O)c12	-3	6	-14	20	6	2	2	5	3
CCCCCCCCCCCCCCCCn1cc[n+](CC(C)=O)c1	-1	6	x	10	4	x	x	x	x
CCCCCCc1cc2cc(S(=O)(=O)c3ccc(F)c(Cl)c3)c(=O)oc2cc1O	-26	-28	5	-277	20	5	5	10	-1
O=C(CSc1nc2ccc(Cl)cc2[nH]1)c1c[nH]c2ccccc12	-9	33	9	0	-9	-5	4	-4	1
Cc1c(N2C(=O)CSC2c2ccccc2)c(=O)n(-c2ccccc2)n1C (stereo not given)	-2	-2	24	10	-3	-15	-9	-13	14
O=c1c2c([nH]c3ccccc13)CCCC2	1	-4	20	12	3	0	-3	-8	-6
CC(=O)c1ccc(NC(=O)C2C3CCC(C3)C2C(=O)O)cc1 (stereo not given)	0	-6	12	8	-7	5	-3	11	-10
C=Cn1c(C(=O)O)ccc1-c1ccc(CC)cc1	2	-29	-6	8	-1	10	14	-2	-15
O=C1NC(c2ccc(-c3ccccc3[N+](=O)[O-])o2)C(C(=O)c2ccc(Cl)cc2)C(O)(C(F)(F)F)N1 (stereo not given)	-2	9	18	19	2	14	3	37	37
COc1ccc(C(=O)C2CCCN(C(=O)c3cccc(N(C)C)c3)C2)cc1OC (stereo not given)	-1	-6	3	-24	8	3	-7	-2	6
COc1ccccc1OCCC(=O)OCCN1C(=O)c2ccccc2C1=O	1	10	2	12	3	-2	4	-7	1
COc1ccnc(CSC(N)=Nc2ccc(F)cc2)c1	-22	46	14	-105	-2	-6	2	-13	18
C=CCO/N=C(/C)c1ccc(Oc2cnccn2)cc1	2	-4	-7	10	-4	-1	-1	-8	-3
CCCCOCC1CN(c2ccccc2)C(=O)CS1 (stereo not given)	2	-3	-3	8	1	0	-3	-3	7
CCn1nnc(-c2ccc(N)cc2)n1	2	-17	4	-2	9	-8	-4	-1	2
COc1ccc(OCC(=O)N/N=C/C2CC=CCC2)cc1 (stereo not given)	1	-4	11	0	-5	2	-5	-9	-3

Single values from above:
Result of CCn1nnc(-c2ccc(N)cc2)n1 under SENP6 block: -1
Result of COc1ccc(C(=O)C2CCCN(C(=O)c3cccc(N(C)C)c3)C2)cc1OC (stereo not given) under HKDC1 inhibitor: 8
Result of COc1ccccc1OCCC(=O)OCCN1C(=O)c2ccccc2C1=O under HKDC1 inhibitor: 3
Result of Nc1cc(=O)[nH]c(SCC(=O)N2CCN(S(=O)(=O)c3ccc4ccccc4c3)CC2)n1 under HKDC1 inhibitor: -5
Result of O=c1c2c([nH]c3ccccc13)CCCC2 under PfG6PD inh: -4
Result of Cc1ccc(SCCN2C(=O)NC(C)(C)C2=O)cc1 under SENP6 block: -15

Structural class: those above with a tert-butyl group (two)
SMILES	SENP1 FRET inh	PfG6PD inh	NALP3 yeast inh	SENP8 block-1	HKDC1 inhibitor	SENP8 block-2	SENP7 block	SENP6 block	Apaf-1 inh
CN(C)Cc1nc2ccccc2c(=O)n1Cc1nc(C(C)(C)C)cs1	-1	7	20	17	-7	-1	2	-9	2
CC(C)(C)c1ccc(-c2csc(NC(=O)CN3C(=O)NC4(CCCCC4)C3=O)n2)cc1	-4	-7	-4	-10	-4	0	-4	-10	10

(list continues)
SMILES	SENP1 FRET inh	PfG6PD inh	NALP3 yeast inh	SENP8 block-1	HKDC1 inhibitor	SENP8 block-2	SENP7 block	SENP6 block	Apaf-1 inh
Cc1nn(C)c(C(=O)NNC(=S)NCc2ccco2)c1Br	0	-23	20	6	11	-5	2	-22	3
CCOC(=O)c1c(NC(=O)c2noc(C)c2[N+](=O)[O-])sc(C(C)=O)c1C	4	27	11	-6	-9	-1	4	-16	-10
COC(=O)C1=C(CS(=O)(=O)c2ccc(C)cc2)NC(=O)NC1c1ccc(OC)c(OC)c1 (stereo not given)	-3	-8	6	2	0	-10	15	0	-1
CCOC(=O)c1ccccc1NC(=O)Cn1cnc2c(cnn2C(C)(C)C)c1=O	-2	5	32	-8	-3	-8	12	-1	19
O=C(NCC1CCOCC1)c1ccc2nc(Cc3cccc(Cl)c3)oc2c1	1	-7	6	3	-2	7	3	1	-7
CC(=O)N1CCCN(C(=O)c2cc(COc3c(F)cccc3F)on2)CC1	0	-7	21	9	5	0	1	0	16
CC(CCc1ccccc1)NC(=O)COC(=O)C1=COCCO1 (stereo not given)	-2	4	5	18	-6	-1	2	3	0
CC(=O)NCCNc1ccc([N+](=O)[O-])cc1C#N	0	10	-5	15	-6	-9	-4	6	-4
